Mtb UGM inh = M. tuberculosis UGM enzyme inhibitors, primary screen, biochemical, fluorescence polarization, single point | UDP-galactopyranose mutase (Mycobacterium tuberculosis (strain ATCC 25618 / H37Rv)), … | purified UGM, fluorescence polarization probe displacement | inhibition, % at 10 µM | 320,000 compounds, 0.06% hits | AID 504406, 2011; in the data active = inhibition above about 10%, passing the limit was not always enough; inconclusive = no clear call, values can overlap the other calls
Target sequence (P9WIQ1 whole entry, looked up): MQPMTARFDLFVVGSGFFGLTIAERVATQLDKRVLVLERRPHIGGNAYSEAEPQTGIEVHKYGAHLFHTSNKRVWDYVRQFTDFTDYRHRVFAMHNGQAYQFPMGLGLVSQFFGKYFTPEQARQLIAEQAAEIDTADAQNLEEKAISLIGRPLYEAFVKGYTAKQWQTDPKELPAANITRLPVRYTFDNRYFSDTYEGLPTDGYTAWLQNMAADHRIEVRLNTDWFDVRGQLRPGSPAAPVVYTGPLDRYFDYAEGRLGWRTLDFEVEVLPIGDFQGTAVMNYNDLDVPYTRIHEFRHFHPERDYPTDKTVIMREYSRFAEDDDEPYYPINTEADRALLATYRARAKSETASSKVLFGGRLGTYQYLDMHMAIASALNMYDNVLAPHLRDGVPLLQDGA
FadD28 FP inh = inhibitors of FadD28 bisubstrate probe binding, primary screen, biochemical, fluorescence polarization, single point. inhibition, % at 12.5 µM. 360,000 compounds, 0.22% hits; in the data active = inhibition above about 8.5%, passing the limit was not always enough; inconclusive = no clear call, values can overlap the other calls
BoNT F protease = BoNT/F light chain protease inhibitors, primary screen, biochemical, flow cytometry, MLPCN library. inhibition, % at 10 µM. Multiplex microsphere protease cleavage assay. Botulinum neurotoxin type F light chain protease (Clostridium botulinum). 360,000 compounds, 0.22% hits. AID 588497, 2011; in the data active = inhibition above about 35%, passing the limit was not always enough; inconclusive = no clear call, values can overlap the other calls; note: plate controls were buffer without enzyme for full effect and enzyme alone for no effect
Mtb BioA inh = M. tuberculosis BioA enzyme inhibitors, primary screen, biochemical, plate reader, single point, HTS. inhibition, % at 9.99 µM. 360,000 compounds, 0.096% hits. purified M. tuberculosis BioA enzyme. 7,8-diaminopelargonic acid synthase BioA (Mycobacterium tuberculosis); in the data active = inhibition above about 40%; inconclusive = no clear call, values can overlap the other calls
GDH-TPI inh = GDH-TPI coupling enzyme inhibitors, primary screen, artefact control for M. tuberculosis FBA inhibitor project, biochemical, absorbance, full deck | 360,000 compounds, 1.2% hits | GDH-TPI coupled enzyme counterscreen, NADH absorbance | inhibition, % at 4.8 µM | AID 588335, 2011;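 note: 0% = DMSO wells and 100% = wells lacking the enzyme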
PrPC surface inh = inhibitors of human cell surface prion protein PrPC, primary screen, cell-based, TR-FRET; Major prion protein (Homo sapiens), P04156; TR-FRET read-out; inhibition, % at 13.8 µM; 370,000 compounds, 0.43% hits; AID 720596, 2013; in the data active = inhibition above about 24%; note: 0% = median of the test wells and 100% = reference compound wells
BoNT A protease = BoNT/A light chain protease inhibitors, primary screen, biochemical, flow cytometry, MLPCN library; AID 588499, 2011; 360,000 compounds, 0.17% hits; multiplex microsphere protease substrate cleavage; inhibition, % at 10 µM; in the data active = inhibition above about 30%; inconclusive = no clear call, values can overlap the other calls; note: plate controls were buffer without enzyme for full effect and enzyme alone for no effect
FBA Mtb inh = Mtb FBA enzyme inhibitors, primary screen, biochemical, fluorescence, strain H37Rv | Fructose-bisphosphate aldolase (Mycobacterium tuberculosis (strain ATCC 25618 / H37Rv)), … | purified M. tuberculosis FBA, fluorescence read-out | inhibition, % at 1 µM | 360,000 compounds, 2.3% hits | AID 588726, 2011; in the data active = inhibition above about 27%;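 note: 0% = vehicle and 100% = reference inhibitor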
Target sequence (P9WQA3 whole entry, looked up): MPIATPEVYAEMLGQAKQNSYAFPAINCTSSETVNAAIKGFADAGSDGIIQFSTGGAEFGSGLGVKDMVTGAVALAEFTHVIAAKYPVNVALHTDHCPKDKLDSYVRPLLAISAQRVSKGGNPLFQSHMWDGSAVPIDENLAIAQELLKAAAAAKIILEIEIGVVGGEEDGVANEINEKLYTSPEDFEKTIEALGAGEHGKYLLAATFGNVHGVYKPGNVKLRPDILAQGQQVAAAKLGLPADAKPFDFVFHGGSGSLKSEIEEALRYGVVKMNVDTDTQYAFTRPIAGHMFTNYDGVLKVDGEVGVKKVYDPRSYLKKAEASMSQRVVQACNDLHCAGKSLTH
CCHF vOTU inh = CCHFV vOTU protease inhibitors, primary screen, biochemical, Pep-AMC substrate, fluorescence. Crimean-Congo hemorrhagic fever virus L polyprotein viral ovarian tumor (vOTU) protease …. inhibition, % at 11.5 µM. 370,000 compounds, 0.55% hits. AID 651958, 2012; note: 0% = vehicle wells with enzyme and 100% = no enzyme wells
* = called active by the depositor; ? = inconclusive; . = no result given; & = joins results of further samples. Cut-off read from the data, not from the text of the source, unless noted: active = inhibition above about 30%; inactive = the rest. No enrichment for hits; any-hit rate near 4.8%.

SMILES	Mtb UGM inh	FadD28 FP inh	BoNT F protease	Mtb BioA inh	GDH-TPI inh	PrPC surface inh	BoNT A protease	FBA Mtb inh	CCHF vOTU inh
CC(=O)C1=CCC(c2ccc(C)cc2)N(S(=O)(=O)c2ccc(C)cc2)C1 (configuration not stated)	.	-3.6	-2	-2.1	.	-1	-0.8	1	2
CCN(CC(=O)Nc1ccccc1C(F)(F)F)C(=O)c1oc2ccc(OC)cc2c1C	-2.0	-0.4	10	.	-7	-4	6.1	6	10
COCCN(CCOC)C(=O)COC(=O)c1ccc(Cl)c(S(=O)(=O)N(C)c2ccccc2)c1	0.1	-3.2	-1	.	-5	-2	0.6	1	7
O=C(NCC1CCCO1)c1csc2c1CCCC2 (configuration not stated)	-0.2	-2.2	0	-0.6	3	7	0.0	2	-10
COc1ccc2cc(CCNC(=O)c3cccc([N+](=O)[O-])c3)c(=O)[nH]c2c1	-1.2	-4.9	-1	.	7	-10	-0.3	-2	11
Cc1ccccc1-c1nc(CN2CCSCC2)c(C)o1	0.4	-3.0	-7	1.2	2	-4	-1.1	2	-12
CC(C)Oc1ccc(C(=O)CCN2CCOCC2)cc1	-4.2	-0.6	-8	.	6	-1	0.6	-1	-15
CC(=O)NC1=NC(=O)/C(=C/N2CCCCC2)S1	2.0	0.1	-2	.	11	-15	-0.2	1	-2
CC(C)C[C@@H](CN1CCCC1CN1C(=S)NC[C@@H]1Cc1ccccc1)N1C[C@H](Cc2ccccc2)N(CC2CCCCC2)C1=S (some centres not stated)	.	.	3	.	.	4	-0.4	.	9
CCCCOC(=O)c1ccc(NC(c2ccc(C)cc2)P(=O)(OC)OC)cc1 (configuration not stated)	-4.3	-0.3	-3	.	0	7	-0.5	1	7
CN(C)c1cccc(NC2=CC(=[N+]3CCOCC3)CC(C)(C)C2)c1	2.8	-0.6	-93	-0.2	37*	-7	0.7	0	-6
CC1CCN(c2nc3ccc(C(=O)N4CCN(Cc5ccc6c(c5)OCO6)CC4)cc3s2)CC1	3.2	-1.1	-15	-2.9	14	0	-0.6	9	2
Nc1ccccc1SCC(=O)Nc1nc(-c2ccccc2)cs1	-0.9	-2.3	-12	-1.6	4	20	-2.1	-2	7
CN(C(=O)COc1ccc2c(-c3ccccc3)cc(=O)oc2c1)C1CCS(=O)(=O)C1 (configuration not stated)	-2.0	-4.1	-2	4.6	1	-10	2.3	1	9
Nc1c(C(=O)N/N=C/c2ccc(Cl)cc2)cnn1-c1ccccc1	0.1	-1.9	?	0.3	12	-4	1.5	1	6
COc1ccc(-n2c(C)cc(C(=O)CSc3nn4c(=O)c(C(C)(C)C)nnc4s3)c2C)cc1	1.2	-1.8	-17	-0.4	5	7	-4.2	2	-3
CC(N)c1csc(Nc2nncc3ccccc23)n1 (configuration not stated)	.	-4.0	-6	1.6	8	-9	0.1	0	16
NC(=O)CSc1nnc(-c2cccc(S(=O)(=O)N3CCCCC3)c2)o1	-1.5	-2.1	-5	.	13	11	0.5	3	-5
CC1CC(C)CN(C(=O)CSc2nnc(-c3ccc(Cl)s3)o2)C1 (configuration not stated)	3.7	-0.8	0	-1.9	6	-5	-0.6	8	8
Cc1ccc(C(=O)N2CCOCC2)cc1[N+](=O)[O-]	-2.0	1.0	9	0.0	10	-2	-0.4	-1	6
CCN(CC)C(=O)c1sc2nc(-c3ccncc3)[nH]c(=O)c2c1C	-2.1	-8.5	-6	0.2	14	-1	-1.0	13	-8
CC1=NC(=O)C(N=Nc2ccccc2C(=O)O)N1c1ccccc1 (configuration not stated)	.	4.2	-3	.	9	-7	-0.9	-10	10
C/C(N)=C(/C#N)C(=O)COC(=O)CSc1ccccc1	0.2	-4.8	-1	0.1	4	3	-0.1	2	-4
CC1=NNC(=O)C1CCC(=O)N/N=C\c1ccccc1[N+](=O)[O-] (configuration not stated)	-0.6	-1.5	0	-1.6	17	-17	?	-2	-2
CCOc1ccc(C(=O)OCC(=O)NCc2ccccc2)cc1OCC	1.5	1.9	-1	0.9	-13	1	-0.4	0	10
C=CCN1CCN(C(c2ccc(Cl)cc2)c2nnnn2CCc2ccc(OC)c(OC)c2)CC1 (configuration not stated)	-2.6	0.9	6	-0.5	4	-8	-0.2	-1	6
COc1ccc(CNC(=O)CC[C@H]2O[C@@H](n3cc(C)c(=O)[nH]c3=O)C[C@@H]2O)cc1	.	-0.6	-3	0.6	.	1	-1.1	0	-7
O=C(NCc1ccncc1)c1ccc(Cn2cc(C(F)(F)F)ccc2=O)cc1	1.7	0.3	-6	0.6	10	4	?	2	3
COc1ccc(CSC2=NCCN2)cc1Cl	0.5	0.4	-7	0.8	14	-2	-1.0	-3	-14
CCOC(=O)/C(C#N)=C/C1=C(N2CCCC2)CC(C)(C)OC1	-0.3	-1.4	14	-1.2	-2	-5	0.3	-16	2
Oc1ccccc1-c1nnco1	.	0.0	-20	-1.9	11	1	-0.3	7	2
C=CCn1c(SCC(=O)Nc2ccc(F)cc2)nnc1-c1cnccn1	2.3	-2.4	5	-2.2	0	6	2.1	3	-9
CCC(=O)Nc1ccc(/C=C(\C(C)=O)C(=O)c2ccccc2)cc1	-2.1	-4.9	?	.	25	-4	?	-2	-9
Cc1cccc(-c2nnc3sc(-c4ccccc4C)nn23)c1	-0.3	-0.1	-4	-2.4	10	-2	-1.3	0	-6
Cc1c(C=O)c2ccccc2n1Cc1cccc(F)c1	3.4	-1.7	1	.	5	-1	14	-1	9
COc1ccc(C2/C(=C(/O)c3ccccc3)C(=O)C(=O)N2CC(C)O)c(OC)c1 (configuration not stated)	4.5	0.9	.	0.2	16	-10	.	2	15
CN1CCN(CC(=O)n2c3c(c4ccccc42)CCCC3)CC1	3.9	0.1	-10	.	12	-7	0.3	2	45*
C/C(=N\O)c1sc(-c2ccccc2)nc1C	.	-5.0	-3	.	15	-17	-0.5	-5	22
CCOC(=O)c1c(NC(=O)COC(=O)c2ccncc2)sc(C)c1C	-3.4	-1.2	4	.	-2	6	0.4	0	-6
O=C(CNS(=O)(=O)c1cccc(Cl)c1)Nc1ccc(-c2nc3ccccc3s2)cc1	3.5	-0.3	-7	.	9	17	-0.2	25	-20
O=C(O)CC1(CC(=O)Nc2ccc(Br)cc2)CCCCC1	2.0	0.1	2	.	4	6	-1.1	-2	-10
Cc1ccc(OCCC(=O)N(CCC(C)C)c2c(N)n(Cc3ccccc3)c(=O)[nH]c2=O)cc1	-0.9	-4.3	-14	.	-8	.	-2.7	-3	.
Cc1cc(C)nc(SCc2ccc(C(=O)N/N=C/c3ccccn3)cc2)n1	0.1	-7.7	-10	.	2	-3	-1.3	-2	5
Cc1cccc(C(=O)C2CCN(S(=O)(=O)c3ccc(C(=O)O)cc3)CC2)c1	1.5	-4.3	28	0.1	-1	0	-0.9	-5	1
C[C@H](NC(=O)C1CCN(S(=O)(=O)c2ccccc2)CC1)C(=O)NCc1ccc(Cl)cc1Cl	-0.4	-1.8	-3	-0.7	2	10	-0.6	3	11
CCC1CCc2sc(C(=O)OCC(=O)N(CCOC)c3c(N)n(Cc4ccccc4)c(=O)[nH]c3=O)cc2C1 (configuration not stated)	0.7	-3.0	.	-1.7	-4	3	.	0	-7
COc1cc(CN2CCc3c([nH]c4ccccc34)C2)cc(OC)c1	0.7	-0.4	-91	-1.7	2	-11	11	8	-9
CN(C)C(=O)C1OC(C)(C)OC1C(=O)N(C)C (configuration not stated)	0.8	-3.5	2	-2.3	-3	-1	0.8	-2	-9
CCN(C(=O)Cn1c(=O)oc2ccccc21)c1cccc(C)c1	-1.9	-2.9	-5	16	-8	14	-3.0	0	-2
O=C(NC1=NCCS1)c1ccc([N+](=O)[O-])cc1Cl	1.6	-0.5	-3	.	9	-31	-0.5	-1	-3
COCc1cc(C)nc(SCC(=O)NCc2ccco2)c1C#N	-0.5	-1.4	-9	0.6	10	-6	-2.4	1	-2
CCCNCc1cc(OC)c(OCc2ccccc2)cc1Br	-0.6	-2.0	-8	0.9	2	-11	-0.1	-2	3
C[C@@H]1CN([C@@H](C)CO)C(=O)CCCn2nncc2CO[C@H]1CN(C)Cc1ccc(-c2ccccc2)cc1	.	-4.1	-10	1.0&3.7	-4	-5	-0.2	-4	11
Cc1ccc(Nc2nc(N)nc(CSc3nccn3C)n2)c(C)c1	1.1	-2.6	2	0.6	-8	1	-0.8	-1	3
COc1ccc(C(=O)NCCc2ccc(S(N)(=O)=O)cc2)cc1OC	1.3	-1.2	-1	2.5	3	-8	-2.5	0	-3
CC(On1nnc2ccc(S(=O)(=O)N3CCOCC3)cc21)C(=O)Nc1ccccc1F (configuration not stated)	-2.6	-4.3	.	4.2	-2	3	.	0	-5
COc1ccc(NC(=O)N(C)C[C@H]2Oc3ccc(NC(=O)c4ccncc4)cc3C(=O)N([C@H](C)CO)C[C@@H]2C)cc1	2.9	0.3	0	-0.7&-2.1	4	0	-0.1	2	-6
CC1(C)OC1(C#N)c1ccccc1 (configuration not stated)	.	0.1	2	-0.5	4	1	0.0	0	-2
CCOC(=O)C1=C(SCC(=O)Nc2ccccc2)NC(=O)C(C#N)C12CCCCC2 (configuration not stated)	0.3	-5.3	0	0.7	2	-4	-0.3	-4	7
CC(C)c1ccc(C2OCCCO2)cc1	.	-1.4	-7	.	15	-9	-0.5	-1	23

Among those listed so far, these contain a cyano group.
SMILES	Mtb UGM inh	FadD28 FP inh	BoNT F protease	Mtb BioA inh	GDH-TPI inh	PrPC surface inh	BoNT A protease	FBA Mtb inh	CCHF vOTU inh
C/C(N)=C(/C#N)C(=O)COC(=O)CSc1ccccc1	0.2	-4.8	-1	0.1	4	3	-0.1	2	-4
CCOC(=O)/C(C#N)=C/C1=C(N2CCCC2)CC(C)(C)OC1	-0.3	-1.4	14	-1.2	-2	-5	0.3	-16	2
COCc1cc(C)nc(SCC(=O)NCc2ccco2)c1C#N	-0.5	-1.4	-9	0.6	10	-6	-2.4	1	-2
CC1(C)OC1(C#N)c1ccccc1 (configuration not stated)	.	0.1	2	-0.5	4	1	0.0	0	-2
CCOC(=O)C1=C(SCC(=O)Nc2ccccc2)NC(=O)C(C#N)C12CCCCC2 (configuration not stated)	0.3	-5.3	0	0.7	2	-4	-0.3	-4	7

Continuation:
SMILES	Mtb UGM inh	FadD28 FP inh	BoNT F protease	Mtb BioA inh	GDH-TPI inh	PrPC surface inh	BoNT A protease	FBA Mtb inh	CCHF vOTU inh
C=CCOc1ccccc1CNCc1cccnc1	-1.2	-3.0	9	10	0	-4	-0.8	-5	-2
CCCN(CC(=O)Nc1ccccc1OC)C(=O)c1cc2ccccc2o1	-2.0	-2.1	-2	.	2	0	-0.1	-2	5
COc1ccc(C(=O)NCCCN2CCCC2=O)cc1	2.5	0.5	-12	-1.6	3	4	-1.4	5	-1
CC(=O)Nc1ccc(NC(=O)C(C)OC(=O)c2ccc3[nH]c(C)c(C)c3c2)cc1 (configuration not stated)	-1.5	-0.3	-10	-0.2	1	-4	-5.4	6	-9
COc1ccc(Cl)cc1C(=O)OCC(=O)Nc1sccc1C(N)=O	-3.0	-1.1	-10	1.5	10	-3	-0.6	1	9
CCOC(=O)C1=CCN(S(=O)(=O)c2ccc(C)cc2)C1c1ccccc1F (configuration not stated)	.	-1.2	2	-1.2	.	-4	0.0	1	10
CC1(O)c2ccccc2C(=O)N1Cc1ccccc1 (configuration not stated)	-2.2	-3.3	-2	-0.4	-5	-6	-2.5	0	-4

Screens as filed in PubChem.
